ERK EGF inh = qHTS Assay for Inhibitors of the ERK Signaling Pathway using a Homogeneous Screening Assay; Stimulation with EGF; HEK293-V1b, EGF-stimulated phospho-ERK AlphaScreen; Potency, µM (titrated, usually from 11.5 µM), for inactives: at the top dose activity change, negative = inhibition, actives largely listed as inhibitors; hit rate 0.41% among 130,000; AID 1454, 2008; active = well fitted inhibition curve with a large enough effect; inconclusive = small, poorly fitted or top-dose-only effect, or effect the other way;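 also: plate controls were stimulated vehicle wells for no effect and unstimulated vehicle basal for full effect; nearly all actives have a fitted effect of over 55% in size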
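Concentration-response of compounds against EGF-driven ERK phosphorylation in V1b-expressing HEK293 cells; 30 min preincubation, 5 min EGF, AlphaScreen detection; Normalized to DMSO basal and 25 nM EGF.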
* = called active by the depositor; u = inconclusive; [ ] = another dose, or the depositor's remark. Potency is read from the fitted curve at half-maximal effect. Only part of the results is shown, so the mix of outcomes need not match the whole.

molecule	ERK EGF inh
CC(=O)NCC(=O)OCc1ccc([N+](=O)[O-])cc1	-17%
CCCN(Cc1ccccc1)C(=S)NC(=O)c1ccccc1[N+](=O)[O-]	-8%
O=C(CSc1nc2ccccc2s1)Nc1ccc2c(c1)oc1ccccc12	20%
CC(C)(C)c1ccc(OCCC(=O)Nc2cccc(S(=O)(=O)N3CCCCC3)c2)cc1	-4%
COc1ccc(NC(=O)C2=Cc3cccc(OC)c3OC2)cc1	7%
CCCCNC(=O)CCC(=O)Nc1ccc2nc(N3CCC(C)CC3)cc(C)c2c1	-7%
O=C(CS(=O)(=O)c1cn(Cc2ccc(F)cc2)c2ccccc12)N1CCOCC1	-4%[57.5 µM]
Cc1cc(-c2ccccc2)cc(-c2ccccc2)[n+]1C	3%
COc1ccccc1[C@@H]1C(c2ccc(F)cc2)=NN(c2ccccc2)[C@H]1C(=O)N1CCOC1=O	-3%
Cc1ccc(S(=O)(=O)N(C(=O)c2ccco2)c2cc3sc(=O)oc3c3ccccc23)cc1	3%
Cc1cc(/C=C(/C#N)C(=O)Nc2ccc(Cl)cc2)c(C)n1-c1cccnc1	7%
CCc1ccc(C2=NN(C(C)=O)C(c3ccco3)C2)cc1 (stereo not drawn)	-11%
COc1ccccc1N1CCN(C(=O)/C=C/c2ccc(C)cc2)CC1	3%
CC(C)(C)C(=O)/C=C1\NC(=O)CS1	4%
Cc1c(/C=N\NC(=O)C2COc3ccccc3O2)c2ccccc2n1C (stereo not drawn)	0%
CCN(CC)S(=O)(=O)c1ccc(NC(=O)CN(c2cccc(C)c2)S(C)(=O)=O)cc1	-7%
Cc1c(N)cc(N)cc1C(=O)O	-2%[57.5 µM]
CCCCc1nc2ccccc2c(N)c1CCC (tested in a mixture with another compound)	2%
CCN(CC)S(=O)(=O)c1ccc(OC)c(NS(=O)(=O)c2cccc(C(=O)O)c2)c1	-1%
O=C(CSc1nnc2n1CCCN2)c1ccc([N+](=O)[O-])cc1	-1%[57.5 µM]
C/C(=N\NC(=O)CNc1ccccc1)c1ccccc1	4%
CCN(CC)CCCN(C(=O)Cn1nnc(-c2ccc(OC)c(OC)c2)n1)C(C(=O)NC(C)(C)C)c1ccc(F)cc1 (stereo not drawn)	1%
COc1ccc(Cc2nc3c4c(ncn3n2)Oc2ccc3ccccc3c2C4c2ccc(OC)c(OC)c2)cc1 (stereo not drawn)	-12%
CCC(=O)Nc1ccc(NC(=S)NC(=O)c2cc3ccccc3o2)cc1	-1%
COC(=O)c1ccc(S(=O)(=O)N2CCC(O)CC2)n1C	u
O=C(NCCCN1CCCC1)c1ccc2c(c1)N(Cc1ccccc1)CCS2	-8%[57.5 µM]
CCOC(=O)CNC(=O)N1CCCC(CNS(=O)(=O)c2cccs2)C1 (stereo not drawn)	-6%
CCN1C(=O)/C(=C\c2nc3ccccc3c(=O)n2-c2ccccc2)c2ccccc21	u
O=C(/C=C/Nc1ccc(F)cc1Br)c1ccccc1	0%
N/C(=N\OC(=O)CCCOc1ccccc1)c1cccc([N+](=O)[O-])c1	1%
Cc1cccc(-c2cc3c(N=O)c4ccccc4c-3n[nH]2)c1	4%
COC(=O)[C@@]1(Cc2ccc(OC)cc2)[C@@H]2[C@@H](CC(=O)[C@H]2CC(=O)C(=O)N2CCCC2)CN1C(=O)c1ccccc1	3%
S=c1[nH]nc(-c2cc(-c3ccccc3)n[nH]2)n1/N=C/c1ccc(Cl)cc1	-9%[57.5 µM]
Cc1ccc(S(=O)(=O)NC(=O)NN2CCCCCC2)cc1	-2%[57.5 µM]
CCOc1ccc(NC(=S)N/N=C(\C)Cc2ccc(OC)cc2)cc1	18%
O=C(Nc1nc(-c2ccccn2)cs1)C1CC(=O)N(c2ccc3c(c2)OCCO3)C1 (stereo not drawn)	1%
CCCCC1NC(=S)N(C2CCCCC2)C1=O (stereo not drawn)	-1%
CC(=O)c1cc2c(cc1NC(=O)c1ccc(C)cc1)OCO2	-4%
c1ccc2c(-c3[nH]ncc3CNCCCn3ncc4ccccc43)cccc2c1	-5%
Cc1cccc(NC(=O)Cn2c(O)c(N=NC(N)=S)c3ccccc32)c1	-4%[57.5 µM]
Clc1ccc(C2[C@H]3CN(Cc4ccc(-c5ccccc5)cc4)[C@H](c4ccccc4)C34CC2(c2ccccc2)C4)cn1 (stereo partly drawn)	4%
COc1ccc(C(=O)OCC(=O)Nc2ccc(Cl)cn2)cc1	0%
O=C(N/N=C/C1CC=CCC1)c1cc2ccccc2cc1O (stereo not drawn)	8%
Cc1cc(C)cc(NC(=O)COC(=O)CCc2ccc(S(=O)(=O)N3CCOCC3)cc2)c1	-34%
CC(C)(C)c1cc(C(=O)O)n(Cc2ccc(Cl)cc2Cl)n1	-7%[57.5 µM]
Cc1[nH]c(=O)[nH]c(=O)c1N1CCOCC1	-3%[57.5 µM]
COC(=O)C1CCN(C(=O)Nc2ccccc2)CC1	-4%
CCOC(=O)c1sc(=S)n(-c2ccccc2)c1NC(C)=O	0%[57.5 µM]
COc1ccc(C2CC(=O)c3c([nH]c(C(=O)OC(C)C)c3C)C2)cc1OC (stereo not drawn)	6%
Cc1ccc(/C=N/NC(=O)CSc2nc3ccccc3s2)o1	-1%
CC(NS(=O)(=O)c1ccc2c(c1)OCCO2)c1ccccc1 (stereo not drawn)	-5%
Cc1ccc(S(=O)(=O)N2c3ccc(S(N)(=O)=O)cc3CC2C)cc1 (stereo not drawn)	7%
Cc1cc(C)c(NC(=S)N(C)C)c(C)c1	-2%[57.5 µM]
COc1cccc(C(=O)N2CCOCC2)c1OC	-9%
CCNc1ccc(P(=O)(c2ccccc2)c2ccccc2)cc1	-8%
C=CCN1CC(O)=C(c2nc3ccccc3[nH]2)C1=N	6%
Cc1c(N(C(=O)CNC(=O)c2ccccc2)C2(C(=O)NC3CCCC3)CCCCC2)c(=O)n(-c2ccccc2)n1C	2%
Clc1ccc(OCCCN2CCCC2)cc1Cl	2%
O=C(CCCN1C(=O)/C(=C/c2ccccc2Cl)SC1=S)NNC(=O)c1ccc(Cl)cc1	-3%[57.5 µM]
C=CCn1c(C)nc2c(sc3nc4c(cc32)COC(C)(C)C4)c1=O	2%[57.5 µM]

New compounds follow.
molecule	ERK EGF inh
c1cncc(CNc2ncncc2-c2ccc3c(c2)OCO3)c1	19%
Cc1ccc(OCc2n[nH]c(=S)n2-c2ccccc2)cc1C	5%
CCC(C)NCCOCCOc1ccc(Cl)cc1Br (stereo not drawn)	-1%[57.5 µM]
O=C(/C=C(/c1ccc(Cl)cc1)n1cncn1)c1ccccc1	14%
CC(=O)Oc1ccc2c(=O)c(-c3nc4ccccc4s3)coc2c1	-7%
CC1=NN(c2ccccc2)C(=O)/C1=C\c1cn(CCC#N)nc1-c1ccc(Cl)cc1	u
CCOCCCNC(=O)C(c1ccc(C)cc1)N(Cc1cccs1)C(=O)CNC(C)=O (stereo not drawn)	2%
COc1ccc(NC(=O)C(Sc2nnc(-c3ccncc3)n2-c2ccccc2C)c2ccccc2)cc1Cl (stereo not drawn)	1%
Cn1c(O)c(C=NCC2CCNCC2)c(=O)n(C)c1=O	2%
Cc1cc(-c2ccccc2)nc(Cl)c1C#N	4%
Cc1cc(C(=O)NN=C(Cc2ccccc2)Cc2ccccc2)c(C)o1	3%
CC(C)(C)NC(=O)NC(=O)CN1CCCc2ccccc21	-2%[57.5 µM]
O=C(NC(=S)NCCC1=CCCCC1)c1cncc(Br)c1	4%
O=C(Nc1ccc(O)c2c(=O)cc(-c3cccc(Cl)c3)oc12)c1ccc(F)cc1	-15%[57.5 µM]
COc1ccc(C(=O)NCC2(c3ccccc3)CCOCC2)cc1[N+](=O)[O-]	1%
O=C(CSc1nnc(SCc2ccc(Cl)cc2)s1)c1ccc2c(c1)OCO2	6%
Cc1cc(-c2ccc3ccccc3c2)n2ncnc2n1	2%
O=C(NNc1nc(-c2ccc(F)cc2)cs1)c1ccccc1	2%
O=C(O)CC/C(=C\c1cc([N+](=O)[O-])ccc1Cl)c1nc2ccccc2s1	11%
CC1(C)C(=O)OC(c2cc(Br)ccc2O)C(C)(C)C1=O (stereo not drawn)	u
S=c1[nH]c2cc3c(cc2[nH]1)OCCO3	5%[57.5 µM]
Cc1ccccc1-c1noc(-c2ccccc2C(=O)O)n1	-6%[57.5 µM]
COc1ccc(NC(=O)CSCCc2ccccn2)cc1OC	-8%[57.5 µM]
CC(=O)c1cccc(Nc2cc(C)nc3ccc(C)cc23)c1	17%[57.5 µM]

Rewritten field by field: part of the list above
Compound: O=C(CSc1nnc(SCc2ccc(Cl)cc2)s1)c1ccc2c(c1)OCO2
  ERK EGF inh = 6%
Compound: S=c1[nH]c2cc3c(cc2[nH]1)OCCO3
  ERK EGF inh = 5%[57.5 µM]
Compound: Cc1ccccc1-c1noc(-c2ccccc2C(=O)O)n1
  ERK EGF inh = -6%[57.5 µM]

Later entries.
molecule	ERK EGF inh
O=C(Cc1ccc(Cl)c(Cl)c1)OCCN1CCCC1	3%
Cc1ccc(NC(=O)CCCCCNS(=O)(=O)c2ccc(C)cc2)cc1	6%
CC(=O)Nc1cccc(C(=O)/C=C/c2ccc(Br)cc2)c1	1%
CCOc1cc(C2C3=C(CC(C)(C)CC3=O)OC3=C2C(=O)CC(C)(C)C3)cc([N+](=O)[O-])c1O	-11%
CC(C)(C)NC(=O)C(c1cccnc1)N(C(=O)c1ccc(Cl)nc1)C1CCCC1 (stereo not drawn)	-11%
COc1ccc(CCNC(=O)COC(=O)/C=C/c2ccc(OCC#N)c(OC)c2)cc1	-7%
Cc1cc(C)n2nc(-c3ccco3)nc2n1	7%
COc1ccc(-c2csc3nc(-c4ccccc4F)oc(=O)c23)cc1	-2%[57.5 µM]
O=C1C=C(N2CCOCC2)C2(CCCCC2)O1	0%
Cc1cccc(NC(=O)N2CCN(Cc3ccccc3)CC2)c1	5%
Cc1cc(C)nc(NS(=O)(=O)c2ccc(NC(=O)C3COc4ccccc4O3)cc2)n1 (stereo not drawn)	u
O=CN1CCN(C(=O)c2ccc(-c3nc4ccccc4s3)s2)CC1	12%
O=C(CSc1nc(-c2ccc(F)cc2)cs1)Nc1ccccn1	-3%
CN(C)S(=O)(=O)N1CCCC(C(=O)c2ccc(C(F)(F)F)cc2)C1 (stereo not drawn)	-6%
CN(C(=O)c1cc2c(s1)-c1ccccc1S(=O)(=O)C2)c1ccccc1F	u
O=C(N/N=C/C1CC=CCC1)c1cc(Br)ccc1O (stereo not drawn)	-12%
O=C(CSc1nc2ccc([N+](=O)[O-])cc2[nH]1)NC1CCCC1	-7%
CCc1ccccc1NC(=S)N=Nc1c(O)n(C)c2ccc(S(=O)(=O)N3CCOCC3)cc12	2%
Cc1ccc(C(=O)Nc2ccc(C(=O)O)cc2)cc1S(=O)(=O)Nc1cccc([N+](=O)[O-])c1	4%
Cc1ccc(C(=O)N2CC(C)OC(C)C2)cc1[N+](=O)[O-] (stereo not drawn)	1%
COC(C(=O)N/N=C(\C)CC(=O)Nc1ccc(N(C)C)cc1)c1ccccc1 (stereo not drawn)	6%
C=CCC1Cc2c(cccc2[N+](=O)[O-])C(CC=C)N1 (stereo not drawn)	u
CC1=CC2=NC(=O)CC(C)(C(=O)N(CC(=O)NC(C)(C)C)Cc3ccccc3)N2C=C1 (stereo not drawn)	5%
Cc1c(C(=O)NN)[nH]c2ccc([N+](=O)[O-])cc12	7%[57.5 µM]
S=C1NC2(CCCC2)Nc2ccccc21	-6%
Cc1c(CBr)[n+](=O)c2c(n1[O-])C(Br)CCC2Br (stereo not drawn)	0%[57.5 µM]
CCOC(=O)C1CCCN(Cc2cc(=O)oc3cc(C)c(C)cc23)C1 (stereo not drawn)	4%
Cc1cccc(NC(=S)NCCCN2CCOCC2)c1	-16%
S=c1[nH]nc(COc2ccccc2)n1Cc1ccccc1	-5%
Cc1ccc(/C=N/NC(=O)CSc2nc3ccccc3c(=O)n2-c2ccccc2)s1	12%
CC(C)(C)c1ccc(OCc2ccc(C(=O)N/N=C/c3ccc(O)c(O)c3)cc2)cc1	3%

A draw from above in order of number of heavy atoms, falling:
molecule	ERK EGF inh
COc1ccc(Cc2nc3c4c(ncn3n2)Oc2ccc3ccccc3c2C4c2ccc(OC)c(OC)c2)cc1 (stereo not drawn)	-12%
Cc1cc(C)cc(NC(=O)COC(=O)CCc2ccc(S(=O)(=O)N3CCOCC3)cc2)c1	-34%
S=c1[nH]nc(-c2cc(-c3ccccc3)n[nH]2)n1/N=C/c1ccc(Cl)cc1	-9%[57.5 µM]
CCCN(Cc1ccccc1)C(=S)NC(=O)c1ccccc1[N+](=O)[O-]	-8%
O=C(Cc1ccc(Cl)c(Cl)c1)OCCN1CCCC1	3%

Source: PubChem BioAssay (National Center for Advancing Translational Sciences (NCATS))
